Bioassay records from PubChem.
TRPC4 potent = allosteric potentiators of mouse TRPC4 channel | Q9QUQ5 | B-score at 10 µM | hit rate 0.42% among 310,000 | HEK293 TRPC4beta/mu-opioid, DAMGO EC20, Fluo-4 Ca2+ flux; active compounds read high;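 active = B-score of calcium response area above 5 SD of library B-scores, with initial fluorescence ratio within 5 SD of library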;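 note: B-score of integrated fluorescence ratio over time as area under calcium response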
Target sequence (Q9QUQ5 whole entry, looked up): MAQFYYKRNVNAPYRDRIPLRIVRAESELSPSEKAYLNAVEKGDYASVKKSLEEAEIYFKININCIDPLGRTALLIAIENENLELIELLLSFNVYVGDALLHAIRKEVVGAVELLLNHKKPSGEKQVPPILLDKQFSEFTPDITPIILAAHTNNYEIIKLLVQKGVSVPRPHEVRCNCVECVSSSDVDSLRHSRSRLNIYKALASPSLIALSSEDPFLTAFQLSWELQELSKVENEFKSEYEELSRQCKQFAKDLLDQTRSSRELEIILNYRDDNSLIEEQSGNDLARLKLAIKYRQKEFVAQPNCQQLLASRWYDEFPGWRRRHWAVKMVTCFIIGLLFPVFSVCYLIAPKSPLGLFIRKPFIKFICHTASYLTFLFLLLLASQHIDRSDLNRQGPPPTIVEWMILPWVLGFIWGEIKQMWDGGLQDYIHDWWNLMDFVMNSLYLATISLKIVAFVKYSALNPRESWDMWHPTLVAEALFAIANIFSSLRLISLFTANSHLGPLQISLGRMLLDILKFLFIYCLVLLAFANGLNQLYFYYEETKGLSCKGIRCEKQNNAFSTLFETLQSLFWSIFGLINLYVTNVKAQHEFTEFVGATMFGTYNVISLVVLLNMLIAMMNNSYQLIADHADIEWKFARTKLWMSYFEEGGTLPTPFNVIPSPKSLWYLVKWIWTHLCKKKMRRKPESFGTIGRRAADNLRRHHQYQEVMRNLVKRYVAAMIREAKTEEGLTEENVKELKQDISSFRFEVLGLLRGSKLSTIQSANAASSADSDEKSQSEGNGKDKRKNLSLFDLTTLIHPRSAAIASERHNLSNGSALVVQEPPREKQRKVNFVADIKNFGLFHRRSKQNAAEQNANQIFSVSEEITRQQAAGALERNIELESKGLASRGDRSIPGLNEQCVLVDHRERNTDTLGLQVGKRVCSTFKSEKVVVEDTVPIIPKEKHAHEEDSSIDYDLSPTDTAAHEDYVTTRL
IEC-6 cytotox = IEC-6 cytotoxicity, counter-screen for KLF5 inhibitors | luminescence viability | inhibition, % at 5 µM | hit rate 0.78% among 290,000 | AID 1825; in the data active = inhibition above about 22%;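 note: 0% = plate median of test compound wells and 100% = cytotoxic reference compound wells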
MrgX1 antag = blocks BAM8-22 activation of human MrgX1 receptor; MRGX1-HEK293 calcium flux, Fluo-4, BAM8-22 antagonism; active compounds read low; hit rate 1.3% among 310,000; B-score at 10 µM;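 active = calcium-response B-score plate-corrected more than 3 library SD below zero, starting fluorescence within 5 deviations, no agonist response on first addition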;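 note: peak minus trough fluorescence over baseline after final BAM8-22 challenge near maximal dose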
TRPC6 activator = activates the mouse TRPC6 cation channel. HEK293-TRPC6 membrane potential dye fluorescence; active compounds read high. AID 2550. B-score at 10 µM. hit rate 0.13% among 310,000;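 active = B-score of the integrated fluorescence ratio above library mean plus 3 SD, and starting fluorescence ratio within library mean plus 5 SD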;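 note: higher score means more depolarization so channel activation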
HIF act = HIF pathway transcriptional activation. U2OS HRE-luciferase reporter, luminescence; normalized: DMSO 0%, desferrioxamine 100%. activation, % at 7.5 µM (by protocol). hit rate 0.32% among 300,000;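 active = mean activation of at least 10% of the iron chelator positive control signal, with at least half of replicates also reaching 10%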
KLF5 inh = suppresses KLF5 promoter-driven expression; AID 1700; hit rate 0.23% among 290,000; inhibition, % at 5 µM; DLD-1 KLF5 promoter-luciferase reporter, luminescence;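 active = inhibition above a per-plate limit of that plate's mean compound inhibition plus 3 SD, cut at about 60% in these data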;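 note: 0% = DMSO wells and 100% = LY294002 at 200 µM; higher means less KLF5 promoter-driven luciferase light; inactives centre near -14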
TRPC6 inh = mouse TRPC6 channel inhibition | Q61143 | HEK293-TRPC6, membrane potential dye, ACh-evoked depolarization; active compounds read low | B-score at 10 µM | hit rate 1.1% among 310,000 | AID 2553;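 active = B-score under library mean minus 3 SD, initial fluorescence not abnormally high, positive integrated signal ratio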;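 note: B-score derived from integrated fluorescence ratio over the kinetic read; more negative B-score means stronger inhibition of depolarization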
SKKanGAS inh = SKKanGAS growth inhibition; S. pyogenes SKKanGAS, kanamycin growth, BacTiter-Glo, 6 h; inhibition, % at 7.5 µM; hit rate 1.3% among 300,000;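 active = mean replicate score, as percent of positive control median, at least 50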;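 note: strain carries kanamycin resistance gene driven by streptokinase promoter and grows in 40 µg/ml kanamycin; loss of luminescence reflects streptokinase promoter inhibition or plain growth inhibition; 0% = median of DMSO wells and 100% = positive control at its reference dose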
TRPC4 agonist = opens the mouse TRPC4 cation channel; Q9QUQ5; B-score at 10 µM; HEK293 TRPC4beta/mu-opioid, Fluo4 calcium fluorescence; active compounds read high; AID 2237; hit rate 0.49% among 310,000;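 active = B-score above 5 SD of library B-scores, and initial fluorescence ratio not above library mean plus 5 SD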;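 note: positive B-score marks a calcium rise read as TRPC4 activation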
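System – HEK293 cells stably co-expressing mouse TRPC4beta and mu-opioid receptor · Signal – Fluo4 calcium-sensitive dye fluorescence, kinetic, 1 Hz baseline · Benchmarks – buffer (low) and maximal DAMGO (high) · Read-out – B score of integrated fluorescence ratio per well · Incubation – dye loading 45 min room temperature, 110 s kinetic read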
aSyn 5UTR inh = MLPCN primary screen, SNCA 5' untranslated region. inhibition, % (tested at 7.5 µM). alpha-synuclein 5'UTR reporter, inhibitor activity. hit rate 0.82% among 300,000; in the data active = inhibition above about 60%;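 note: H4 neuroglioblastoma cells stably carrying SNCA 5'UTR luciferase fusion; 0% = DMSO wells and 100% = positive control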
TRPC4 inh = blocks the mouse TRPC4 cation channel; Q9QUQ5; HEK293 TRPC4beta/mu-opioid, DAMGO-evoked Fluo4 calcium flux; active compounds read low; B-score at 10 µM; hit rate 0.39% among 300,000;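 active = B-score over 3 SD under the library average, no early fluorescence shift, positive overall ratio signal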
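Test system – stable TRPC4beta/mu-opioid receptor HEK293 cells · Probe or stimulus – DAMGO, a submaximal dose followed by a maximal one · Dosing – one concentration per compound · Signal – Fluo4 calcium fluorescence by kinetic imaging, 5 s 1 Hz baseline · Evaluation – per-well B score of integrated baseline-normalized Fluo4 ratio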
Active calls of the source: *; i = inactive; nt = not tested or not shown.

SMILES	TRPC4 potent	IEC-6 cytotox	MrgX1 antag	TRPC6 activator	HIF act	KLF5 inh	TRPC6 inh	SKKanGAS inh	TRPC4 agonist	aSyn 5UTR inh	TRPC4 inh
COc1ccccc1N(CC(=O)NCC1CCCO1)C(=O)CNS(=O)(=O)c1ccc(C)cc1 (stereo not drawn)	i	1	i	i	-0.4	-19	i	-1	i	-12	i
COc1ccccc1NC(=S)N1C2CCC1CC(NC(=O)NC13CC4CC(CC(C4)C1)C3)C2 (stereo not drawn)	i	-5	i	i	-0.8	3	i	12	i	30	i
CCOC(=O)N1CCN(C(=O)CCn2nc(-c3ccc(Cl)cc3)ccc2=O)CC1	i	4	i	i	1.1	-7	i	-3	i	10	i
Cc1cc(OCC(=O)Nc2ccc(CN3CCCCC3)cc2)ccc1Cl	i	0	i	i	-0.2	-24	i	11	i	17	i
COc1ccc(NS(=O)(=O)c2cccc(N3CC(O)=C(c4ccccc4)C3=N)c2)cc1	i	5	i	i	0.0	-17	i	5	i	45	i
COc1ccc(C2CC(=O)N(CC(=O)NCC3CCCO3)c3ccccc3S2)cc1 (stereo not drawn)	i	-3	i	i	-0.5	-6	i	2	i	-23	i
CC(C)c1ccccc1-n1cc[nH]c1=S	i	-1	i	i	0.7	-19	i	2	i	34	i
O=C(C1=C[C@H](c2ccccc2)C[C@H](OCc2ccc(CO)cc2)O1)N1CCN(Cc2ccc3c(c2)OCO3)CC1	i	-4	i	i	-0.4	5	i	15	i	20	i
COCCn1c(SCC(=O)N2CCC(C)CC2)nc2c(c1=O)SCC2	i	1	i	i	0.6	-21	i	-1	i	-4	i
Cc1ccccc1S(=O)(=O)Nc1cccnc1	i	0	i	i	0.0	-2	i	-1	i	-6	i
CCOc1ccc(C(=O)NCC(=O)OCC(=O)Nc2ccc(C)c(S(=O)(=O)N(C)C)c2)cc1	i	-4	i	i	-0.7	-18	i	12	i	11	i
COCCn1c(SCC(=O)Nc2ncc(Cl)c(C)c2Cl)nc2ccccc21	i	8	i	i	0.6	1	i	-3	i	28	i
S=c1[nH]nc2n1CCCN2	i	-4	i	i	0.6	2	i	1	i	2	i
O=C(O)CC/C(=N/NC(=O)CNC(=O)C(c1ccccc1)c1ccccc1)c1ccccc1	i	1	i	i	0.0	-23	i	4	i	5	i
COc1ccc2[nH]c(O)c(N=NC(=N)N)c2c1	i	-1	i	i	0.0	-20	i	-1	i	22	i
CCc1c(C)sc(NC(=O)c2ccc(Br)o2)c1C(=O)OC	i	2	i	i	1.0	-42	i	17	i	-48	i
O=C(COc1ccccc1Cl)NCCCNC(=O)c1ccncc1	i	-3	i	i	-0.2	-13	i	-4	i	26	i
CCc1ccc[n+](-c2[nH]c(=O)sc2/C=N/N=C(\N)[O-])c1	i	1	i	i	-0.6	-31	i	2	i	21	i
COc1cccc(NC(=O)CCC(=O)Nc2cccc(OC)c2)c1	i	-2	i	i	0.4	-24	i	-3	i	6	i
Cn1c(-c2ccccc2O)cc2ccccc21	i	4	i	i	nt	-35	i	1	i	nt	i
COCCCNC(=S)N(Cc1ccccc1)Cc1nc2ccccc2c(=O)[nH]1	i	-1	i	i	-0.5	-8	i	-1	i	14	i
CC(C)c1ccc(CNCc2ccccc2)cc1	i	-4	i	i	0.5	-10	i	-3	i	-16	i
Cc1ccc(NC(=O)CN(C)S(=O)(=O)c2cccs2)c(Br)c1	i	1	i	i	1.1	-59	i	2	i	-47	i
CCOC(=O)N1CCN(C(=O)CCc2c(C)nc3nc(C)nn3c2C)CC1	i	1	i	i	0.0	-30	i	2	i	-9	i
CCC1CCCCN1C(=O)CSc1nnc(-c2ccc(Cl)cc2)o1 (stereo not drawn)	i	2	i	i	-0.3	-7	i	-6	i	-28	i

(next part)
SMILES	TRPC4 potent	IEC-6 cytotox	MrgX1 antag	TRPC6 activator	HIF act	KLF5 inh	TRPC6 inh	SKKanGAS inh	TRPC4 agonist	aSyn 5UTR inh	TRPC4 inh
O=C(CN1C(=O)c2ccccc2S1(=O)=O)NCc1cccnc1	i	0	i	i	-0.1	9	i	1	i	11	i
Cc1c(Cl)cccc1NC(=O)Cc1cccs1	i	-2	i	i	-10	-33	i	1	i	6	i
COC(=O)c1sccc1NC(=O)C1CC(C)=C(C)CC1C(=O)O (stereo not drawn)	i	7	i	i	-0.4	-15	i	6	i	5	i
CCCCc1c(C)nc2ccc(OC)cc2c1SCCC(=O)O	i	nt	i	i	-0.1	nt	i	16	i	-1	i
COc1ccc(OC)c(C2=NS(=O)(=O)N(C)C(C(=O)NCc3cccs3)=C2)c1	i	2	i	i	0.2	-17	i	2	i	3	i
COC(=O)COc1ccc2cc(-c3ccccc3)c(=O)oc2c1	i	-1	i	i	-0.6	-22	i	-4	i	-7	i
O=C(Cn1nnc(-c2ccccc2Cl)n1)N/N=C/c1ccc(-c2cccc(Cl)c2)o1	i	4	i	i	-0.4	17	i	-1	i	10	i
COc1ccc(NC(=O)c2cc(S(=O)(=O)N3CCCCC3)c[nH]2)cc1Cl	i	1	i	i	-0.7	-6	i	0	i	45	i
CNC(=O)N(O)C1N(c2ccccc2)C(=S)SC1(C)C (stereo not drawn)	i	-2	i	i	-0.6	5	i	-23	i	-10	i
O=C(CN1C(=O)S/C(=C\C=C\c2ccccc2)C1=O)N1CCOCC1	i	4	i	i	0.2	-43	i	-1	i	-126	i
NC(=O)COC(=O)c1cc(=O)[nH]c2ccc(S(=O)(=O)Nc3ccc(F)cc3)cc12	i	-1	i	i	1.4	-16	i	2	i	-2	i
O=C(c1cc(-c2ccccc2O)on1)N1CCOCC1	i	-2	i	i	1.9	-122	i	2	i	-115	i
CC(C)(C)c1cc(OC(=O)C2CCCC2)ccc1O	i	5	i	i	0.2	-7	i	23	i	-4	i
COCCNC(=O)C1Nc2ccc(C(F)(F)F)cc2C2C=CCC12 (stereo not drawn)	i	nt	i	i	-0.9	nt	i	3	i	4	i
CC1CC2(CCCCC2)Nc2c1ccc1ccccc21 (stereo not drawn)	i	0	i	i	0.1	3	i	12	i	12	i
COC(C[C@@H]1O[C@@H]1[C@@H](O)[C@@H](C)OCc1ccccc1)OC	i	nt	nt	i	0.2	nt	i	-2	i	27	i
OCCNc1nc(Nc2ccccc2Cl)nc(N2CCCC2)n1	i	nt	i	i	0.6	nt	i	3	i	18	i
COc1ccc(CONc2ncnc3nonc23)cc1[N+](=O)[O-]	i	0	i	i	0.2	-27	i	7	i	12	i
COc1ccc(C2=NS(=O)(=O)N(C)C(C(=O)NC3CCCC3)=C2)cc1OC	i	3	i	i	0.0	-18	i	-4	i	4	i
CCn1c(SCC(=O)NC2=NCCS2)nnc1C(C)NC(=O)c1ccc(Cl)cc1 (stereo not drawn)	i	-3	i	i	0.7	-13	i	4	i	4	i
COc1ccc(C(=O)Nc2ccc(S(=O)(=O)Nc3cc(C)nc(C)n3)cc2)c(OC)c1	i	-7	i	i	-0.2	-3	i	-5	i	1	i
O=C(NNC(=O)C1CC(c2cccs2)=NO1)Nc1ccccc1 (stereo not drawn)	i	0	i	i	-0.5	-20	i	-3	i	-5	i
Cc1c(N(C)C(=O)c2ccccc2F)c(=O)n(-c2ccccc2)n1C	i	4	i	i	0.1	-8	i	7	i	20	i
CCN1CCN(c2ncc3c(n2)CC(c2cc(OC)c(OC)c(OC)c2)CC3=O)CC1 (stereo not drawn)	i	65*	i	i	0.0	53	i	-2	i	35	i
CC1(C)Cc2ccccc2-c2[nH]c(=S)[nH]c(=O)c21	i	2	i	i	1.3	-6	i	1	i	-19	i

(further entries)
SMILES	TRPC4 potent	IEC-6 cytotox	MrgX1 antag	TRPC6 activator	HIF act	KLF5 inh	TRPC6 inh	SKKanGAS inh	TRPC4 agonist	aSyn 5UTR inh	TRPC4 inh
CN1CCC(N(C)CC(=O)Nc2ccc3c(c2)OC(F)(F)O3)CC1	i	-4	i	i	-0.4	-10	i	-1	i	-5	i
CN(C)c1ccc(-c2nnc(-c3cccnc3)o2)cc1	i	2	i	i	0.3	-121	i	-1	i	-195	i
COc1ccc(Cl)cc1-c1nc(SCC(=O)NC(C)C(C)C)n[nH]1 (stereo not drawn)	i	8	i	i	-0.5	-8	i	-3	i	9	i
Cc1ccc(CNc2nc3ccccc3s2)s1	i	3	i	i	-1.4	-25	i	16	i	78*	i
CCOCC(O)CNC(=O)c1ccc(OC2CCN(C(=O)c3cccnc3)CC2)cc1 (stereo not drawn)	i	4	i	i	-0.3	-29	i	-6	i	-2	i
Cc1ccc(Cn2cnc3ccccc32)cc1C	i	5	i	i	0.0	-10	i	19	i	8	i
COc1cc2nc(CC(C)C)n(NC(=O)c3ccccc3)c(=O)c2cc1OC	i	-2	i	i	0.2	-2	i	4	i	-2	i
Cc1cc(Cl)ccc1C(=O)C1CCCN(C(=O)c2ccsc2)C1 (stereo not drawn)	i	-3	i	i	0.0	-25	i	0	i	8	i
COc1ccc(CCNC(=O)CSc2nnc3ccc(-c4ccncc4)nn23)cc1	i	-4	i	i	-0.3	0	i	9	i	2	i
Cc1cc(N2CCOCC2)nc2ccc(NC(=S)N3CCN(c4ccccc4)CC3)cc12	i	6	i	i	0.8	-17	i	4	i	3	i
COc1ccc(N(CC(=O)NCCc2ccc(C)cc2)S(=O)(=O)c2c(C)noc2C)cc1	i	-4	i	i	-0.2	-14	i	-1	i	-7	i
Cc1oc2cc(O)ccc2c(=O)c1Oc1ccc2ccccc2c1	i	0	i	i	0.0	-34	i	4	i	-2	i
CSCCC(NC(=O)c1cc([N+](=O)[O-])ccc1Cl)C(=O)O (stereo not drawn)	i	5	i	i	0.0	-16	i	8	i	8	i
O=C(NCCCn1ccnc1)C(=O)NCC1OCCCN1S(=O)(=O)c1ccc(F)cc1 (stereo not drawn)	i	-2	i	i	-0.4	-26	i	5	i	16	i
CCOc1ccc(C(=O)NCc2ccccc2)cc1Br	i	-4	-5.4*	i	-0.4	3	i	-2	i	14	i
CCOC(=O)c1sc(Nc2nc3c(OC)cccc3s2)nc1C	i	4	i	i	3.9	2	i	11	i	-164	i
O=C1CCC(=O)N1N1C(=O)C2C3c4ccccc4C(c4ccccc43)C2C1=O (stereo not drawn)	i	-2	i	i	-0.5	-17	i	-4	i	-8	i
